RXFP1 ag: RXFP1 (human) receptor agonism | AID 2676 | HEK293T-RXFP1 cAMP TR-FRET, 30 min; response scale: percent of porcine relaxin response, buffer zero | Potency, µM (titrated, usually from 57.5 µM), for inactives: at the top dose activation, actives largely listed as activators | 370,000 compounds, 0.3% hits; note: potency is the fitted concentration of half-maximal effect; % is set by controls: 0 for no effect and ±100 for the full control effect; nearly all actives have a fitted effect of over 60% in size; many of its hits are not listed in these tables
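Agonist response is measured as cAMP accumulation in an RXFP1-transfected HEK293T line under PDE4 inhibition. Values are scaled between buffer-only and 29 nM porcine relaxin, and EC50s come from standard Hill equation fits.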
LDHA block: LDHA (human) enzyme inhibition; P00338; purified LDHA, NADH/diaphorase-resazurin fluorescence; hits give low values; activity change, % (values are at about 110 or 230 µM); 480,000 compounds, 0.15% hits; in the data active = activity change below about -30%; inconclusive = mostly about -25% to -30%;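 note: plate controls were DMSO wells for no effect and wells without enzyme for full effect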
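Human LDH5 (2 nM) was incubated with 0.06 mM NADH and 0.2 mM pyruvate for 5 min at room temperature in Tris pH 7.4. Remaining NADH was coupled through diaphorase/resazurin, and resorufin fluorescence was read at 0 and 20 min.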
Vif-A3F inh: Vif-A3F binding inhibition; HeLa A3F-eYFP + Vif (tagged APOBEC3F with the HIV-1 protein that degrades it), YFP fluorescence increase; Potency, µM (doses to about 46.1 µM), without a hit: at the top dose activity, negative = active; 390,000 compounds, 0.2% hits; note: potency is the fitted concentration of half-maximal effect; % of control where 0% means no effect; nearly all actives have a fitted effect of over 65% in size
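Fluorescence increase (Ex 488/Em 500-530) after overnight compound treatment at 37 deg C flags inhibition of Vif-driven A3F-eYFP loss in stable HeLa A3F-eYFP/Vif cells seeded overnight beforehand.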
IDH1 R132H inh: blocks human mutant IDH1 R132H enzyme | O75874 | IDH1-R132H enzyme, NADPH consumption, diaphorase/resazurin fluorescence | Potency, µM (highest dose often 76.6 µM), without a hit: top-dose activity change, negative = inhibition, actives largely listed as inhibitors | 390,000 compounds, 0.093% hits; note: potency is the fitted concentration of half-maximal effect; % is set by controls: 0 for no effect and ±100 for the full control effect; nearly all actives have a fitted effect of over 65% in size
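IDH1-R132H (0.5 ug/mL dispensed) in pH 7.5 Tris buffer was preincubated 30 min with compound, then given a substrate mix of 0.016 mM NADPH and 2 mM alpha-KG for 80 min at room temperature; remaining NADPH was read by diaphorase/resazurin fluorescence.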
PI4K2A block: inhibitors of human PI4K2A; 420,000 compounds, 0.13% hits; activity change, negative = inhibition, % at 76.9 µM; purified PI4K2A, ADP-Glo luminescence, 1 h; hits give low values; in the data active = activity change below about -50%; inconclusive = mostly about -30% to -49%;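 note: -100% = wells without enzyme as full effect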
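In this quantitative HTS, ADP production by PI4K2A was quantified luminescently after 1 h at ambient temperature; 100 microM adenosine served as plate-quality control.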
Vif-A3G inh: Vif-A3G binding inhibition; Q9HC16; HeLa A3G-eYFP + Vif (tagged APOBEC3G with the HIV-1 protein that degrades it), YFP fluorescence, overnight; Potency, µM (top dose mostly 46.1 µM), for the others: at the top dose activity, negative = active, actives largely listed as inhibitors; 410,000 compounds, 0.076% hits; AID 602310;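 note: potency is the fitted concentration of half-maximal effect; % is set by controls: 0 for no effect and ±100 for the full control effect; nearly all actives have a fitted effect of over 60% in size; hits raise eYFP signal because A3G escapes Vif-driven loss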
Target sequence (Q9HC16 whole entry, looked up): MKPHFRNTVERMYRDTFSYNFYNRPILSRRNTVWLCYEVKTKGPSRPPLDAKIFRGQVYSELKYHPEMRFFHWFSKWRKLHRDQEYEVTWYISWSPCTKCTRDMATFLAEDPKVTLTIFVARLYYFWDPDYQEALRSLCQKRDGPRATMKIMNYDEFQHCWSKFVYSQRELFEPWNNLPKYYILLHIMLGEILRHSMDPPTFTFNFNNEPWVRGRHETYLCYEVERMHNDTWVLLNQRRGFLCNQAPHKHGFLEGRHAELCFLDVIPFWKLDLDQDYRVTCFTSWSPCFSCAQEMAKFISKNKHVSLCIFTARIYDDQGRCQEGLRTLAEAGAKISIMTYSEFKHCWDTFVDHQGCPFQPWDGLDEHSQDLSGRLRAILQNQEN
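HeLa cells stably expressing Vif and C-terminally eYFP-tagged A3G, seeded overnight at 37 deg C, then exposed to compound by pintool overnight at 37 deg C. Rise in yellow fluorescence (Ex 488/Em 500-530, Acumen) marks blocked Vif-driven A3G degradation.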
GRP78 ERSR act: inducers of ER stress response in human glioma cells. U87-MG GRP78 promoter luciferase reporter, 16 h. Potency, µM, inactives show top-dose activation, usual class: activators. 420,000 compounds, 0.02% hits. AID 602332; note: potency is the fitted concentration of half-maximal effect; series mostly up to about 76 µM; % of control where 0% means no effect; nearly all actives have a fitted effect of over 35% in size
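ERSR induction read as luciferase luminescence (Bright-Glo, 10 min at room temperature) in stably transfected human U87-MG glioma cells exposed to compounds for 16 h, using GRP78 as sensor.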
TrxR1 substrate: substrates of rat thioredoxin reductase 1. O89049. purified TrxR1 substrate turnover, NADPH consumption readout. 390,000 compounds, 0.01% hits. Potency, µM (doses to about 114 µM), inactives show at the top dose activity change, negative = substrate turnover; note: potency is the fitted concentration of half-maximal effect; % is set by controls: 0 for no effect and ±100 for the full control effect; nearly all actives have a fitted effect of over 50% in size
Target sequence (O89049 whole entry, looked up): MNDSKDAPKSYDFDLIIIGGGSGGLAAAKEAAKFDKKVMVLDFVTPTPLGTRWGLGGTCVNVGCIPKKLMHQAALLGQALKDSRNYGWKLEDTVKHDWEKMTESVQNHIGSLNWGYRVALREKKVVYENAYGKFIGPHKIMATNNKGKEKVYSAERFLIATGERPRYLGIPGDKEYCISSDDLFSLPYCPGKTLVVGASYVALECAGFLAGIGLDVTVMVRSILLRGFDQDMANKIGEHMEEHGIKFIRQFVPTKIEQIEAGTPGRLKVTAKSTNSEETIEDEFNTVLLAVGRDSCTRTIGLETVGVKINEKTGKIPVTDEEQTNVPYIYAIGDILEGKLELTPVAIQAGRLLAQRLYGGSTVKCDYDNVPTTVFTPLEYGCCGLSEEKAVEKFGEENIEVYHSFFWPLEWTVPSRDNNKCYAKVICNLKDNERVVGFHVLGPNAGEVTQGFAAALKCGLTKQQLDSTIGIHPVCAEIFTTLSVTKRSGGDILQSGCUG
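Rat TrxR1, dispensed at 90 nM, was prereduced with 400 uM NADPH (final) for 5 min at ~22 deg C, then incubated with compound 15 min before 400 uM selenite. A first-read NADPH fluorescence drop versus no-compound background flagged substrates.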
USP1-UAF1 inh: blocks the human USP1/UAF1 deubiquitinase complex; O94782; 390,000 compounds, 0.23% hits; recombinant USP1/UAF1, Ub-Rhodamine cleavage fluorescence; Potency, µM (top dose mostly 57.1 µM), for inactives: top-dose activity change, negative = inhibition, actives largely listed as inhibitors; AID 743255; note: potency is the fitted concentration of half-maximal effect; % is set by controls: 0 for no effect and ±100 for the full control effect; nearly all actives have a fitted effect of over 60% in size; inactives centre near -12
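Step one: compound is pinned into 1nM USP1/UAF1 in HEPES pH 7.8 buffer with TCEP. Step two: 15 min room-temperature incubation. Step three: Ub-Rho (150nM final) starts cleavage, tracked by fluorescence over six one-minute reads.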
* = called active by the depositor; ? = inconclusive; . = no result given; & = joins results of further samples; [ ] = another dose, or the depositor's remark. Unless noted, calls come from the whole dose curve; as a rule, active = well fitted curve in the direction sought with a large enough effect; inconclusive = small, poorly fitted or top-dose-only effect, or another doubt; inactive = no such curve, though single readings can be large; an effect the other way counts as inactive or inconclusive.

SMILES | RXFP1 ag | LDHA block | Vif-A3F inh | IDH1 R132H inh | PI4K2A block | Vif-A3G inh | GRP78 ERSR act | TrxR1 substrate | USP1-UAF1 inh
CC1CCN(C(=O)c2ncn(Cc3ccccc3)c2C(=O)N2CCC(C)CC2)CC1 | . | -18 | 4% | 20% | 3 | 5% | -3% | 16%[57.1 µM] | -21%
CCn1c(=O)cc(O)c2ccccc21 | 0.8% | -9 | 10% | 8% | 9 | -1% | -6% | -7% | 0%
Cc1ccc(C)c(C(=O)COC(=O)CN2C(=O)C3C4CCC(C4)C3C2=O)c1 (stereo not drawn) | 0.6% | -12 | -15% | -3% | 2 | -2% | -1% | -5% | -11%
CSc1sc(C)cc1C1C(C#N)=C(N)N(c2cccnc2)C2=C1C(=O)CC(C)(C)C2 (stereo not drawn) | -1.2% | 3 | 0% | 6% | 3 | 0% | -7% | 8% | -18%
COc1c2c(cc3oc(=O)ccc13)OC(C)(C)C=C2 | 0.7% | 2 | 8% | -3% | -3 | -5% | 0% | 5%[57.1 µM] | -18%
Cc1occc1C(=O)Nc1cccc(S(=O)(=O)N2CCOCC2)c1 | . | -1 | 6% | 9% | -3 | 2% | 8% | 2% | -17%
O=C(CSc1nc(=O)n(Cc2ccco2)c2c1CCC2)Nc1cccc(F)c1 | 0.8% | -6 | -3% | -1% | -3 | 3% | 0% | 1%[57.1 µM] | -11%
O=C(c1cc(-c2cccs2)nc2ccccc12)N1CCN(c2ccccc2O)CC1 | 2.2% | 3 | 4% | -8% | 0 | -2% | -1% | 11% | -26%
CC(=O)c1cccc(NC(=O)C2CC(=O)N(CCc3ccccc3)C2)c1 (stereo not drawn) | -1.4% | -12 | -23% | -4% | -5 | -2% | -1% | -7% | -14%
Cc1nc2c(C(=O)NCCc3ccccc3)cnn2c(C)c1Cc1c(F)cccc1Cl | 5.1% | -1 | -16% | 7% | -3 | -9% | -2% | 13%[57.1 µM] | -12%
O=C(COc1ccc2c(c1)oc(=O)c1ccccc12)N[C@@H](Cc1c[nH]c2ccccc12)C(=O)O | 1.8% | -3 | 2% | 0% | ? | 4% | 0% | 9% | ?
CN(C)S(=O)(=O)N1CCC(C(=O)O)(c2ccccc2)CC1 | 0.2% | -2 | -8% | 3% | 6 | -2% | -1% | 3%[57.1 µM] | 5%
CN1CCN(C(=O)c2cc3cc(Cl)ccc3[nH]2)CC1 | -0.3% | -2&5 | -2% | 5% | -2 | -3% | 1%&2% | 7% | -22%
c1ccc(-c2cnnc3ccccc23)cc1 | -0.9% | -2 | -5% | 1% | 0 | -1% | -3% | 7%[57.1 µM] | -15%
Cc1c(N=Nc2c(-c3ccc([N+](=O)[O-])cc3)[nH]n(C(N)=S)c2=O)cccc1[N+](=O)[O-] | -1.7% | -20 | 1% | -11% | -5 | -7% | -7% | -1%[57.1 µM] | ?
O=C(CSc1ncccc1-c1nc2ccccc2[nH]1)Nc1ccc2c(c1)OCCO2 | 0.2% | 3 | -8% | -3% | 0 | -7% | -2% | -8% | -6%
COc1cccc(CC(=O)OCC(=O)NNC(=O)c2ccc(Br)cc2)c1 | -1.6% | 0 | -10% | 4% | -4 | 3% | -5% | 4% | -18%
O=C(CSc1nnc(-c2ccccc2)o1)OCc1ccccc1 | 0.5% | -9 | -5% | 0% | -1 | 0% | -3% | -2% | -4%
CCOC(=O)C1CC2=C(CC(C)(C)CC2=O)N(CCOC)C1=O (stereo not drawn) | . | 0 | 0% | 2%[38.3 µM] | -4 | -5% | -3% | 0% | -27%
Cc1ccc(-c2noc(CCC(=O)N3CCCC3)n2)cc1 | 0.6% | -4 | 2% | 7% | 0 | -6% | 3% | 6%[57.1 µM] | -15%
O=C(c1ccccc1F)N1CCN(c2ccc([N+](=O)[O-])c(N3CCOCC3)c2)CC1 | 0.5% | -6 | 16% | 3% | 2 | 6% | -2% | -6% | -24%
Cc1noc(C)c1CSCC(=O)NC1=NCCS1 | 0.7% | 1 | 1% | 7% | -3 | -1% | -5% | 3%[57.1 µM] | -6%
Cc1ccc(C)c(NC(=O)c2ncn[nH]2)c1 | 2.4% | -13 | 4% | -4% | -2 | -4% | -4% | 5% | -8%
Cc1csc2c(N3CCCCC3)ncnc12 | -2.4% | -15 | 1% | 1% | 3 | 2% | 4% | 0% | -2%
Cc1ccc(S(=O)(=O)/N=S(\C)C(C)C)cc1 (stereo not drawn) | 0.9% | -4 | 12% | 4% | 4 | 1% | -4% | 11%[57.1 µM] | -16%
C/C(CC(=O)Nc1ccc(N(C)C)cc1)=N\NC(=O)c1ccccc1F | 1.8% | 2 | 0% | 3% | -2 | -6% | 6% | -3% | 2%
Cc1c(C(=O)O)cccc1-c1ccc(/C=C2\SC(=O)NC2=O)o1 | -0.6% | -3 | 9% | 9% | -6 | 4% | -11% | -15% | -21%
COc1cccc(-c2nnc(SCC(=O)N(C)c3ccccc3)o2)c1 | -2.2% | -4 | . | . | 3 | . | . | -2% | 6%
Cc1oc2ccc(O)c(CN3CCN(Cc4ccccc4)CC3)c2c1C(=O)Nc1cccc(Cl)c1C | 0.4% | 4 | -4% | -6% | 0 | -1% | -2% | 2% | -5%
CCOC(=O)NC(=O)CSc1ccc(C)cc1C | -1.6% | -4 | 8% | 1% | 2 | 0% | 2% | 2% | -13%
Cc1cc(C)n2c(SCC(=O)NC3CCCC(C)C3C)nnc2n1 (stereo not drawn) | 20% | 1 | 8% | 1% | -2 | 3% | -1% | 8% | -9%
CC1(C)CC(N=Cc2c(O)n(Cc3ccc4c(c3)OCO4)c(=O)c3ccccc23)CC(C)(C)N1 | 1.5% | -3 | -20% | -1% | -4 | -2% | -8% | -8% | -6%
Cn1c(C(=O)N2CCCC(C(=O)NCc3ccc4c(c3)OCO4)C2)cc2sccc21 (stereo not drawn) | 2.2% | 0 | 3% | -1% | -6 | 3% | -2% | 4%[57.1 µM] | -19%
O=C(Cc1cccs1)Nc1cccc(-c2nc3ccccc3[nH]2)c1 | -3.0% | 0 | 0% | 2% | 3 | 1% | 7% | -3% | -15%
CC(C)(C)NC(=O)NC(=O)CN1CCN(S(=O)(=O)c2ccc3c(c2)OCCO3)CC1 | -2.7% | -12 | 4% | -10% | 0 | 2% | -4% | 3% | -9%
COc1ccccc1Nc1ncnc2c1oc1ccccc12 | 2.9% | -1 | -9% | 8% | 2 | 0% | 1% | 22% | -17%
CCn1c2ccccc2c2cc(/C=C(/C#N)C(N)=S)ccc21 | . | 3 | -12% | 5% | 3 | -9% | 1% | -14% | -21%
NC(=O)c1ccc(N2CCCCC2)c(N2C(=O)C3CC=CCC3C2=O)c1 (stereo not drawn) | 0.4% | 0 | -5% | 3% | 6 | -3% | -2% | -8%[57.1 µM] | 3%
CCOC(=O)CC(NC(=O)c1cccs1)c1ccc(C)cc1 (stereo not drawn) | 6.5% | -8 | -4% | 5% | -3 | -1% | 12% | 8%[57.1 µM] | -4%
O=C1C2CC=CCC2C(=O)N1c1ccc(NCCc2ccc(Cl)cc2)c([N+](=O)[O-])c1 (stereo not drawn) | 3.5% | -5 | -13% | 4% | 2 | -1% | -1% | -3% | -12%
CCOc1cc(/C=N/NC(=O)CCCC(=O)NC2CCCCC2)ccc1O | 1.6% | 7 | -1% | 3% | -4 | -3% | -3% | -10% | -2%
COCc1cc(C)nc(SCc2nc3ccccc3c(=O)[nH]2)c1C#N | 12% | 3 | ? | 15% | 0 | -10% | 7% | 5%[57.1 µM] | -9%
O=C(c1ccc(F)cc1)c1ccc(OCC(=O)N2CCOCC2)cc1 | . | -2 | 10% | 2% | 0 | 3% | -3% | 3% | -22%
CC12CN3CC(C)(CN(C1)C3c1ccc([N+](=O)[O-])o1)C2=O (stereo not drawn) | -0.7% | -5 | 2% | -8% | 2 | 9% | -1% | 2% | -16%
COc1cccc(OC)c1OCC(O)CN1CCN(c2ccccc2F)CC1 (stereo not drawn) | -0.4% | 1 | 1% | 0% | -2 | -4% | -2% | 11% | -13%
O=S(=O)(Nc1nc2ccccc2nc1Cl)c1cccc(C(F)(F)F)c1 | 11% | -21 | 4% | -3% | -9 | -16% | -2% | 9%[57.1 µM] | -9%
Cn1ccc(=O)c2cc([N+](=O)[O-])ccc21 | . | -3 | 1% | 2% | -3 | 1% | -2% | . | -22%
COc1ccc(-c2[nH]ncc2CN2CCC(c3ccncc3)CC2)cc1F | 1.8% | -17 | 0% | 3% | -1 | 2% | -4% | -7% | -3%
Cc1ccc(-c2nc(NCCCO)c3ccccc3n2)cc1 | -3.2% | -3 | 5% | 4% | 5 | -6% | 0% | -7% | -24%

Shown as tab-separated lines: part of the list above.
Structure	RXFP1 ag	LDHA block	Vif-A3F inh	IDH1 R132H inh	PI4K2A block	Vif-A3G inh	GRP78 ERSR act	TrxR1 substrate	USP1-UAF1 inh
COCc1cc(C)nc(SCc2nc3ccccc3c(=O)[nH]2)c1C#N	12%	3	?	15%	0	-10%	7%	5%[57.1 µM]	-9%
O=C(c1ccc(F)cc1)c1ccc(OCC(=O)N2CCOCC2)cc1	.	-2	10%	2%	0	3%	-3%	3%	-22%
CC12CN3CC(C)(CN(C1)C3c1ccc([N+](=O)[O-])o1)C2=O (stereo not drawn)	-0.7%	-5	2%	-8%	2	9%	-1%	2%	-16%

Source: PubChem (National Center for Advancing Translational Sciences (NCATS))

The list is partial; the hit share may differ from the screen's.
